S1P2 ag = agonists of human S1P2 receptor; activation, % at 4.5 µM; O95136; S1P2-expressing cell line, agonist reporter read-out; hit rate 0.46% among 97,000; AID 729; in the data active = activation above about 16%;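 also: 0% = vehicle low control and 100% = maximal reference agonist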
FAK inh = inhibitors of human focal adhesion kinase | inhibition, %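 (tested at 7 µM)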 | biochemical FAK kinase activity assay | AID 727 | hit rate 0.84% among 97,000; in the data active = inhibition above about 19%;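 also: 0% = DMSO and 100% = reference compound high control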
EphB4 ephrin blk = blocks human EphB4 binding to ephrin-B2; P54760; EphB4 LBD / TNYL-RAW-Alexa532 peptide, fluorescence polarization; hit rate 0.15% among 97,000; inhibition, % at 7 µM;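 active = inhibition above the screen-wide mean inhibition plus 3 SD, cut at about 15% in these data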;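 also: 0% = DMSO wells and 100% = excess unlabeled TNYL-RAW peptide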
HIV Rev-RRE inh = HIV Rev-RRE protein-RNA interaction inhibition | AID 704 | hit rate 0.79% among 97,000 | Rev peptide-RRE RNA binding, FRET | inhibition, % at 8 µM | P05866;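 active = inhibition above the screen-wide mean plus 3 SD, cut at about 35% in these data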;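 also: 0% = median DMSO wells and 100% = median Neomycin B control wells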
Target sequence (P05866 whole entry, looked up): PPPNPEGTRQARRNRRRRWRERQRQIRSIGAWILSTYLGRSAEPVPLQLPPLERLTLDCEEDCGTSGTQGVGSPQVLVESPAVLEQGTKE
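Assay system: Rev peptide and RRE RNA, both fluorescently labelled; times: 5 min preincubation and 15 min binding, 25 °C; detection: FRET, ex 480 nm, em 540 and 671 nm; read-out basis: % inhibition from 671/540 nm acceptor-to-donor ratio, scaled between controls; benchmarks: DMSO low control, neomycin B high control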
LYP act = activators of human LYP (PTPN22) phosphatase. Q9Y2R2. recombinant LYP, DiFMUP fluorescence; 0 = plate median, 100 = signal doubled. activation, % at 2 µM. hit rate 0.11% among 96,000;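 active = activation at 2 µM above a set limit, the mean plus 5 SD, cut at about 37% in these data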
Target sequence (Q9Y2R2 whole entry, looked up): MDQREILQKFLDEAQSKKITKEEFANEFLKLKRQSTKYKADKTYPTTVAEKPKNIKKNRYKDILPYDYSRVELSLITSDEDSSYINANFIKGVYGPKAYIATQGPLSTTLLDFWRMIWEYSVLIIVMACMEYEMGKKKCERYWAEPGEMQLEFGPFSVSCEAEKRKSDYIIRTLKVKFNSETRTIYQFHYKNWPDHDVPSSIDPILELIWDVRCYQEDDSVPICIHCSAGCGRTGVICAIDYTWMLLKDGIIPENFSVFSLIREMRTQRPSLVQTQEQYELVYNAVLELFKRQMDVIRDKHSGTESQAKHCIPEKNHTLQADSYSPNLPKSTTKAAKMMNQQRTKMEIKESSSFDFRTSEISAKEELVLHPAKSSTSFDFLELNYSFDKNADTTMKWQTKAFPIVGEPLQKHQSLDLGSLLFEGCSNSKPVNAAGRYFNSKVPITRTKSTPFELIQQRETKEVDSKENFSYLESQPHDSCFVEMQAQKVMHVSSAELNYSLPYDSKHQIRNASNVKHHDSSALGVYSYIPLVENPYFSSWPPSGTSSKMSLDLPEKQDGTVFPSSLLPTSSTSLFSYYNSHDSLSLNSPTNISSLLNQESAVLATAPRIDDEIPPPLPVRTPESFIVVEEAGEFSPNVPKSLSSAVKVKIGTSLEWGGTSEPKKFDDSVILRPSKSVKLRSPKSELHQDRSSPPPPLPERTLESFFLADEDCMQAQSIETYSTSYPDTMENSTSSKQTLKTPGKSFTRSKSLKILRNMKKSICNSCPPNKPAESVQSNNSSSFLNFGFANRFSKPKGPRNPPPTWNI
PostGolgi yeast = growth inhibition of a yeast mutant, post-Golgi transport screen; hit rate 0.9% among 98,000; inhibition, % at 10 µM; AID 739; post-Golgi transport phenotypic cell assay;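 also: yeast cells grown in 1536-well plates; yeast grown about 18 h at 30C before absorbance read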
S1P2 antag = S1P2 (human) receptor antagonism; inhibition, % at 5 µM; O95136; cell-based S1P2 antagonist assay, inhibition at 5 uM; hit rate 0.21% among 97,000; in the data active = inhibition above about 45%;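 also: CRE beta-lactamase reporter cells expressing human S1P2 stimulated with S1P; 0% = agonist at EC80 alone and 100% = agonist plus reference antagonist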
PostGolgi ctrl = yeast control strain growth, post-Golgi counter-screen; efflux-deficient yeast background strain, growth absorbance A615, 16 h; inhibition, % at 10 µM; hit rate 5% among 98,000; AID 738
LYP inh 2 = LYP (human) phosphatase inhibition; Q9Y2R2; recombinant LYP catalytic domain, DiFMUP fluorescence; inhibition, % at 2 µM; hit rate 0.21% among 96,000; AID 640;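 active = inhibition at 2 µM at or above a set limit, the screen mean plus 3 SD, cut at about 24% in these data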;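 also: 0% = DMSO with enzyme and 100% = enzyme fully blocked by orthovanadate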
An asterisk follows results filed as active; · = not tested or not shown. Rule as the data show it, unless noted: active = inhibition above about 30%; inactive = the rest.

SMILES	S1P2 ag	FAK inh	EphB4 ephrin blk	HIV Rev-RRE inh	LYP act	PostGolgi yeast	S1P2 antag	PostGolgi ctrl	LYP inh 2
CN(C)CCN1C(=O)C(O)=C(C(=O)c2cc3ccccc3o2)C1c1cccc(Br)c1 (stereo not drawn)	-5	5	3	9	-15	1	3	11	18
COc1ccccc1NC(=O)CCSc1nnnn1C	-10	-6	-5	7	10	13	-12	17	-10
Cc1cc(=O)oc2cc3c(cc12)OCCN3	46*	4	-8	5	14	0	-39	1	-13
CC(C)CCn1c(S(=O)(=O)O)nc2ccccc21	-7	-5	-1	4	-3	-1	-5	11	6
CCC(C)NC(=O)CCS(=O)(=O)c1ccc(Br)s1 (stereo not drawn)	-9	-3	-2	7	-6	7	-5	3	3
COc1ccc(Nc2nc(CC(C)=O)ns2)cc1	-3	2	0	1	12	·	11	·	-12
CC(C)c1nc(N2CCOCC2)c(C#N)c2c1COC(C)(C)C2	-3	-3	0	3	-12	-9	5	13	10
Cc1ccc(C(=O)Nc2ccc(Oc3ccc(C(=O)O)c(C(=O)O)c3)cc2)cc1C	-5	-1	-2	4	-6	8	-16	-4	4
C=CCn1c(SCC(=O)N(C)C2CCS(=O)(=O)C2)nnc1-c1ccncc1 (stereo not drawn)	-4	1	1	9	4	3	9	0	-1
CCc1c(C)nc2ncnn2c1N1CCC(C(=O)Nc2cccc(C(C)=O)c2)CC1	-8	-11	-2	7	1	14	-9	-9	-2
C=CCSc1nsc(N)n1	-10	7	12	8	-3	-5	15	14	3
CCc1nc2c(c(=O)[nH]1)C1(CCCC1)Cc1ccccc1-2	-3	10	-3	5	5	8	-7	9	-5
O=C1CCC(=O)N1OCCCOc1ccc(Br)cc1Cl	-2	0	8	10	-6	6	15	6	5
O=C(Nc1ccccc1)Nc1nccs1	-3	8	4	9	-3	-18	10	19	6
Cn1c(=O)c2c(SCc3cccc(C(F)(F)F)c3)nc(-c3ccco3)nc2n(C)c1=O	-2	5	0	11	2	0	5	4	-5
COc1ccc(N(Cc2ccccc2)C(=O)c2ccccc2[N+](=O)[O-])cc1	-4	1	-1	17	-5	4	7	1	5
c1ccc(-c2[nH]ncc2-c2nc3ccccc3[nH]2)cc1	-1	-3	-11	-6	3	11	0	14	-3
CCCNC(=O)Nc1ccc2c(c1)nc(C)n2C	-7	0	-2	7	-3	3	-10	1	6
CCc1ccccc1N1CCN(S(=O)(=O)c2ccc(F)c(C)c2)CC1	0	1	3	16	0	-3	-8	13	4
CCOC(=O)c1c(NC(=O)CSc2nnc(C)s2)sc2c1CCN(C)C2	-2	19	-3	40*	-6	3	-2	3	2
Cc1cccc(N2CCN(C(=O)COc3cc(=O)n(C)c4ccccc34)CC2)c1C	-9	-8	-4	-4	-6	1	-21	14	9
COc1ccccc1NC(=O)CNS(=O)(=O)c1ccccc1	-4	-1	0	3	5	5	-12	0	-6
CCOc1ccc(-c2nc(-c3ccccc3C)no2)cc1	-7	0	0	6	-9	·	-5	·	9
O=C(Cn1c(=O)n(CC(=O)NCc2ccccc2)c2ccccc21)NCc1ccccc1	-4	7	2	9	2	·	-3	·	-3
CC(=O)c1c(N2CCOCC2)nc(=S)n(-c2cc(C)ccc2C)c1C	-3	-1	4	-1	5	3	-21	14	-5
COC(=O)c1cc(Br)c(=O)n(Cc2ccncc2)c1	-1	3	-9	6	-11	25	11	11	8
CC1(C)CC(=O)C2=C(C1)NC(Nc1nc3ccccc3o1)=NC21CCCC1	-1	0	-7	11	4	-11	-9	4	-1
COc1ccc(N2CCN(C(c3cc4ccc(C)cc4[nH]c3=O)c3nnnn3C3CCCC3)CC2)cc1 (stereo not drawn)	-6	13	5	3	9	0	10	-1	-10
COCCSc1nnc(NC(=O)C2CCCCC2)s1	-6	1	-2	1	10	-3	11	-2	-13
Cc1nn(C)c(C)c1NC(=O)CSc1nc(Cc2ccccc2)nc2c1cnn2-c1ccccc1	-2	2	1	7	-3	·	-12	·	-1
Cn1c(=O)c2c(nc(SCC(=O)NCc3ccc4c(c3)OCO4)n2Cc2ccc(F)cc2)n(C)c1=O	-8	7	7	11	0	·	0	·	-3
CC(C)N(Cc1nc(-c2ccc(Cl)cc2)no1)C(=O)CCCN1C(=O)c2ccccc2C1=O	-8	9	2	5	·	3	-2	40*	·
Cc1coc(C)c1C(=O)CC1(O)C(=O)N(CCc2ccccc2)c2ccccc21 (stereo not drawn)	-2	1	3	2	-13	-3	-9	-1	13
CCN(CC)C(=O)c1sc(N)c(C(=O)OC(C)C)c1C	-2	1	-1	1	1	·	-8	·	-2
Cc1oc2cc(O)cc(O)c2c(=O)c1-c1ccc2c(c1)OCCCO2	1	-3	-5	2	-8	6	8	5	8
NS(=O)(=O)c1cc(C(=O)N2CCc3ccccc32)c(Cl)cc1Cl	-1	-1	2	1	-7	-11	1	8	5
Cc1ccnc(SCc2nc3ccccc3s2)n1	-5	1	1	2	-6	1	-11	-3	6
CC1CCCCN1Cc1ccc(N(C)C)cc1 (stereo not drawn)	-3	-1	0	2	3	13	1	-3	1
Cn1c(NCCCN2CCOCC2)nc2c1c(=O)n(Cc1ccc(Cl)cc1)c(=O)n2C	-5	3	0	3	3	1	20	-2	-3
COc1ccc(S(=O)(=O)N(C)CC(=O)Nc2cccc(C(C)=O)c2)cc1	-1	0	-1	3	1	-2	-13	0	-1
CCCCn1c(Nc2ccccc2)nc2ccccc21	-5	-2	7	-1	5	11	-1	3	-6
COc1cc2c(cc1OC)C(C(=O)NCCN1CCOCC1)C1c3ccccc3CCN1C2=O (stereo not drawn)	-4	3	-1	-1	3	4	8	20	-6
O=C(c1ccc([N+](=O)[O-])cc1)N(C1=NCCCCS1)c1ccccc1	-5	-3	3	9	6	13	-7	9	-7
Cc1nc2ccccc2n1CC(=O)N/N=C\C=C\c1ccccc1	-5	5	1	7	-5	3	26	7	6
CC(C)NC(=O)C1CCN(C(=O)c2ccc(-c3ccccc3)cc2)CC1	-1	0	3	5	-2	5	0	11	0
O=C(CN(C(=O)CNS(=O)(=O)c1ccccc1)C1CCCC1)NCC1CCCO1 (stereo not drawn)	-5	-1	0	3	2	12	19	7	-3
Cc1nnc(NC(=O)CSc2nnc(CCc3nc4ccccc4[nH]3)n2C)s1	0	4	-5	2	19	3	0	5	-20
Cc1ccc(C(c2sc3nc(C)nn3c2O)N2CC(C)OC(C)C2)cc1 (stereo not drawn)	-4	0	10	3	7	-5	18	-5	-10
CCOC(=O)c1ccc(NC(=S)Nc2ccccn2)cc1	-4	4	1	4	-5	8	12	1	9
CCCC(=O)NCCCc1nc2ccccc2n1CC	-1	0	-7	3	3	-2	-12	8	-7
Cn1ccs/c1=N\S(=O)(=O)c1ccc(F)cc1	0	-2	2	9	14	5	-46	5	-17
CC(C)(C)OC(=O)N[C@@H](Cc1ccccc1)c1nnc(SCC(=O)O)o1	-8	-4	-1	-1	0	-2	22	16	-3
Cc1cc(C)nc(SCc2nnc(SCC(=O)OC3CCCCC3)o2)n1	-2	-4	4	4	-13	5	5	5	12
CCOc1ccccc1C1NC(=O)NC(C)=C1C(=O)OC1CCCC1C (stereo not drawn)	-2	3	10	6	-11	9	19	8	16
CCOC(=O)n1c(=O)oc2ccccc21	-5	-2	-3	1	7	-20	-10	5	-8
CCOC(=O)N1CCC(c2nc3ccccc3[nH]2)CC1	-3	0	4	6	8	-6	17	8	-8
CCC1(C)Cc2c(sc3c2c(=O)n(C)c2nnc(SCc4ccccc4)n32)CO1 (stereo not drawn)	-3	0	0	11	-4	1	-10	10	-2
O=C(c1cccc(Cl)c1)N1CCCC(C(=O)N2CCCCCC2)C1 (stereo not drawn)	-2	2	5	-4	-2	-1	24	14	2
CCOC(=O)C1=C(C)OC(N)=C(C#N)C1c1cc(Cl)c(OCC(N)=O)c(OC)c1 (stereo not drawn)	-6	-2	-4	6	3	8	-9	2	1
Cc1cc(N2CCc3ccccc32)n2ncnc2n1	1	2	-8	0	-3	·	-28	·	3
CCS(=O)(=O)N1CCCC(C(=O)NCCc2ccc(OC)c(OC)c2)C1 (stereo not drawn)	-1	-2	2	8	2	1	-8	9	-5
Cc1cccc(-c2nnc3n2N=C(c2ccccc2)CS3)c1	-8	0	0	8	-11	-11	-12	38*	10

One compound at a time (already shown).
CCC1(C)Cc2c(sc3c2c(=O)n(C)c2nnc(SCc4ccccc4)n32)CO1 (stereo not drawn) reads S1P2 ag: -3; FAK inh: 0; EphB4 ephrin blk: 0; HIV Rev-RRE inh: 11; LYP act: -4; PostGolgi yeast: 1; S1P2 antag: -10; PostGolgi ctrl: 10; LYP inh 2: -2
Cc1ccnc(SCc2nc3ccccc3s2)n1 reads S1P2 ag: -5; FAK inh: 1; EphB4 ephrin blk: 1; HIV Rev-RRE inh: 2; LYP act: -6; PostGolgi yeast: 1; S1P2 antag: -11; PostGolgi ctrl: -3; LYP inh 2: 6

A second format for part of the listing above.
Every second line gives: S1P2 ag | FAK inh | EphB4 ephrin blk | HIV Rev-RRE inh | LYP act | PostGolgi yeast | S1P2 antag | PostGolgi ctrl | LYP inh 2
> Cc1nc2ccccc2n1CC(=O)N/N=C\C=C\c1ccccc1
→ -5 | 5 | 1 | 7 | -5 | 3 | 26 | 7 | 6
> CC(C)NC(=O)C1CCN(C(=O)c2ccc(-c3ccccc3)cc2)CC1
→ -1 | 0 | 3 | 5 | -2 | 5 | 0 | 11 | 0
> O=C(CN(C(=O)CNS(=O)(=O)c1ccccc1)C1CCCC1)NCC1CCCO1 (stereo not drawn)
→ -5 | -1 | 0 | 3 | 2 | 12 | 19 | 7 | -3
> Cc1nnc(NC(=O)CSc2nnc(CCc3nc4ccccc4[nH]3)n2C)s1
→ 0 | 4 | -5 | 2 | 19 | 3 | 0 | 5 | -20
> Cc1ccc(C(c2sc3nc(C)nn3c2O)N2CC(C)OC(C)C2)cc1 (stereo not drawn)
→ -4 | 0 | 10 | 3 | 7 | -5 | 18 | -5 | -10
> CCOC(=O)c1ccc(NC(=S)Nc2ccccn2)cc1
→ -4 | 4 | 1 | 4 | -5 | 8 | 12 | 1 | 9
> CCCC(=O)NCCCc1nc2ccccc2n1CC
→ -1 | 0 | -7 | 3 | 3 | -2 | -12 | 8 | -7
> Cn1ccs/c1=N\S(=O)(=O)c1ccc(F)cc1
→ 0 | -2 | 2 | 9 | 14 | 5 | -46 | 5 | -17
> CC(C)(C)OC(=O)N[C@@H](Cc1ccccc1)c1nnc(SCC(=O)O)o1
→ -8 | -4 | -1 | -1 | 0 | -2 | 22 | 16 | -3
> Cc1cc(C)nc(SCc2nnc(SCC(=O)OC3CCCCC3)o2)n1
→ -2 | -4 | 4 | 4 | -13 | 5 | 5 | 5 | 12
> CCOc1ccccc1C1NC(=O)NC(C)=C1C(=O)OC1CCCC1C (stereo not drawn)
→ -2 | 3 | 10 | 6 | -11 | 9 | 19 | 8 | 16
> CCOC(=O)n1c(=O)oc2ccccc21
→ -5 | -2 | -3 | 1 | 7 | -20 | -10 | 5 | -8
> CCOC(=O)N1CCC(c2nc3ccccc3[nH]2)CC1
→ -3 | 0 | 4 | 6 | 8 | -6 | 17 | 8 | -8
> CCC1(C)Cc2c(sc3c2c(=O)n(C)c2nnc(SCc4ccccc4)n32)CO1 (stereo not drawn)
→ -3 | 0 | 0 | 11 | -4 | 1 | -10 | 10 | -2
> O=C(c1cccc(Cl)c1)N1CCCC(C(=O)N2CCCCCC2)C1 (stereo not drawn)
→ -2 | 2 | 5 | -4 | -2 | -1 | 24 | 14 | 2
> CCOC(=O)C1=C(C)OC(N)=C(C#N)C1c1cc(Cl)c(OCC(N)=O)c(OC)c1 (stereo not drawn)
→ -6 | -2 | -4 | 6 | 3 | 8 | -9 | 2 | 1
> Cc1cc(N2CCc3ccccc32)n2ncnc2n1
→ 1 | 2 | -8 | 0 | -3 | · | -28 | · | 3
> CCS(=O)(=O)N1CCCC(C(=O)NCCc2ccc(OC)c(OC)c2)C1 (stereo not drawn)
→ -1 | -2 | 2 | 8 | 2 | 1 | -8 | 9 | -5
> Cc1cccc(-c2nnc3n2N=C(c2ccccc2)CS3)c1
→ -8 | 0 | 0 | 8 | -11 | -11 | -12 | 38* | 10
